STEP block = STEP phosphatase inhibitors, primary screen, biochemical, fluorescence intensity, uHTS | recombinant STEP, OMFP fluorogenic substrate | inhibition, % at 20 µM | 360,000 tested, 0.25% active | Tyrosine-protein phosphatase non-receptor type 5 (Homo sapiens), P54829;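 active means inhibition at 20 µM, scaled per plate between control wells, above about 37%, limit read from the data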;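 further: 0% = DMSO with enzyme and substrate and 100% = substrate only without enzyme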
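Also added – OMFP at 25 µM · Test system – STEP tyrosine phosphatase · Technique – FITC-channel fluorescence of OMFP product · Schedule – 20 min at room temperature, dark · Evaluation – control-normalized % inhibition with plate pattern correction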
LMPTP block = LMPTP phosphatase inhibitors, primary screen, biochemical, fluorescence intensity, uHTS; inhibition, % at 20 µM; AID 651560, 2012; recombinant LMPTP-A, OMFP fluorogenic substrate; Low molecular weight phosphotyrosine protein phosphatase (Homo sapiens), P24666; 360,000 tested, 0.22% active;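 active means compounds that cut the enzyme signal by at least half of the control window in the single-dose screen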;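 further: plate controls were DMSO wells with enzyme plus substrate for no effect and substrate without enzyme for full effect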
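Test system – LMPTP-A enzyme · Amount – LMPTP-A at 0.625 nM final in the reaction · Buffer or medium – Bis-Tris pH 6.0, DTT, detergent · Reagent – OMFP 400 µM · Doses – single 20 µM dose · Schedule – reaction 50 min, room temperature, dark · Detection – fluorescence intensity of OMFP turnover product · Evaluation – percent inhibition versus substrate-only and uninhibited controls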
eLon inh = inhibitors of E. coli Lon protease, primary screen, biochemical, fluorescence polarization. AID 602123, 2011. 360,000 tested, 0.42% active. purified E. coli Lon protease. P0A9M0. inhibition, % at 7.94 µM; in the data active means inhibition above about 13%, passing the limit was not always enough;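 further: 0% = enzyme with probe and DMSO and 100% = no enzyme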
Target sequence (P0A9M0 whole entry, looked up): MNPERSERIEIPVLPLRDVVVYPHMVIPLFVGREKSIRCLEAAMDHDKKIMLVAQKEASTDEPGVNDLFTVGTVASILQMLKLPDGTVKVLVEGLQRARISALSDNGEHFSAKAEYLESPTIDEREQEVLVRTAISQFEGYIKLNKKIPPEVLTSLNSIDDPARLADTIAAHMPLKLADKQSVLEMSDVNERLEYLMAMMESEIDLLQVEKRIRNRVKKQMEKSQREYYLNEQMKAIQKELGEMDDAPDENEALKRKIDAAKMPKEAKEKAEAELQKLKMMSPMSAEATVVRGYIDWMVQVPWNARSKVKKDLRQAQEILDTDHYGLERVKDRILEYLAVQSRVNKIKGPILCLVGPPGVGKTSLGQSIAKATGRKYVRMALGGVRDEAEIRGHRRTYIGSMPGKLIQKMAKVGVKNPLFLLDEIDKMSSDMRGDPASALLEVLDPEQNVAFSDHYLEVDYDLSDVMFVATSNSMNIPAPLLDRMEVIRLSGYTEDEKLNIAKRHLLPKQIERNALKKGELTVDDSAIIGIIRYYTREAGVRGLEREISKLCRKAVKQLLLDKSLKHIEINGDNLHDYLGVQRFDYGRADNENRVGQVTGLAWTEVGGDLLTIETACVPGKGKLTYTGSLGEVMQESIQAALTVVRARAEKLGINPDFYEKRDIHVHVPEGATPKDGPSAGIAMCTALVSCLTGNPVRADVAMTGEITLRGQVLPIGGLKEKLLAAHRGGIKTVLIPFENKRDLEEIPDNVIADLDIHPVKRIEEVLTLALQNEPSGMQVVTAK
MsrA act = bovine MsrA enzyme activators, primary screen, biochemical, absorbance, HTS; Methionine sulfoxide reductase A (Bos taurus); purified bovine MsrA, absorbance read-out; activation, % at 10.6 µM; 360,000 tested, 0.3% active; in the data active means activation above about 7.5%;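 further: 0% = vehicle and 100% = reference activator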
SUMO1 PPI mod = modulators of SUMO1 protein-protein interactions, primary screen, biochemical, uHTS. SUMO1 binding to a labelled peptide, TR-FRET, 1 h. inhibition, % at 20 µM. 360,000 tested, 0.33% active. AID 602429, 2012; in the data active means inhibition above about 37%
Target sequence (P63165 whole entry, looked up): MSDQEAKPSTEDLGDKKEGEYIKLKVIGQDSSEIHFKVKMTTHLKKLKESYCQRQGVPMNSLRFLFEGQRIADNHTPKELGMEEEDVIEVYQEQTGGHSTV
Scp1 inh = Scp-1 phosphatase inhibitors, primary screen, biochemical, colorimetric, uHTS; inhibition, % at 20 µM; Recombinant Scp1, phosphopeptide, malachite green phosphate absorbance; 340,000 tested, 0.88% active; AID 493091, 2011; Carboxy-terminal domain RNA polymerase II polypeptide A small phosphatase 1 (Homo …;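 active means inhibition above about 50% at 20 µM, limit read from the data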;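 further: plate controls were DMSO wells with enzyme for no effect and wells lacking enzyme for full effect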
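Test system – truncated SCP-1 phosphatase (76-261aa) · Reagent – Phosphorylated 17-residue peptide substrate · Incubation – 45 min room-temperature reaction, 5 min colour, 30 min stabiliser · Detection – colorimetric phosphate reagent with accelerator and stabiliser, absorbance at 630 nm · Measure – % inhibition at 20 µM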
MsrA inhibitor = bovine MsrA enzyme inhibitors, primary screen, biochemical, absorbance, HTS. purified bovine MsrA, absorbance read-out. inhibition, % at 15.5 µM. 360,000 tested, 0.75% active. AID 651718, 2012; in the data active means inhibition above about 4.5%;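 further: 0% = vehicle wells with enzyme and 100% = reference inhibitor wells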
CendR NRP1 mod = modulators of CendR peptide binding to NRP-1, primary screen, biochemical, fluorescence polarization, uHTS | 360,000 tested, 0.85% active | Neuropilin-1 (Homo sapiens), O14786 | inhibition, % at 25 µM | FAM-RPARPAR peptide binding to NRP-1 | AID 602438, 2012;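 active means inhibition or corrected inhibition above about 18%, plus a signal ratio from 0.5 to 1.5, limit read from the data, passing the limit was not always enough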; further: strong numbers were not always called active
DNMT1 block = human DNMT1 methyltransferase inhibitors, primary screen, biochemical, molecular beacon, fluorescence, HinP1I cleavage, uHTS | 360,000 tested, 0.83% active | inhibition (reported as % activation of signal), % at 10 µM | AID 588458, 2011; in the data active means inhibition above about 50%
TbMetRS inhib = T. brucei MetRS inhibitors, primary screen, biochemical, luminescence. 360,000 tested, 0.4% active. purified T. brucei MetRS, ATP depletion, Kinase-Glo luminescence. inhibition, % at 11.9 µM. methionyl-tRNA synthetase (Trypanosoma brucei brucei);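 active means inhibition above a per-plate cutoff of the control wells' mean inhibition plus 3 SD, cut at about 5.5% in these data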;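 further: 0% = DMSO wells median and 100% = median of wells with control inhibitor compound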
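Material: parasite MetRS enzyme / Replication: singlicate, one well per compound / Signal: luminescence of leftover ATP / Schedule: 2 h aminoacylation at 25 °C after 15 min preincubation / Medium: HEPES-MgCl2-KCl buffer plus DTT, spermine, BSA, pyrophosphatase / Doses: 11.9 µM single point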
Numbers without * were called inactive; · = not tested or not shown. Not a hit list. Share with any hit: about 4.3%.

no.	Molecule	TbMetRS inhib	DNMT1 block	SUMO1 PPI mod	CendR NRP1 mod	MsrA inhibitor	LMPTP block	MsrA act	STEP block	Scp1 inh	eLon inh
1	COc1ccc(NC(=O)NC(=O)c2cc(OCC(F)(F)F)ccc2OCC(F)(F)F)cc1	0.0	-7.1	4.1	-6.2	-0.8	2.2	-0.8	2.3	-8.9	-22.0
2	Cc1c(C(=O)N(Cc2cccc(Br)c2)C2CCS(=O)(=O)C2)oc2ccc(F)cc12 (stereo not drawn)	-0.2	-0.9	-5.1	8.0	0.3	3.7	-2.3	-2.1	-4.0	9.2
3	COc1cccc2cc(C(=O)NCc3ccccc3Br)c(=O)oc12	-0.2	14.9	-5.8	-12.8	-0.3	1.3	-3.3	4.7	-10.5	-3.8
4	CCOc1cc(CNc2ccc3c(c2)OCCO3)cc(Br)c1OCC(N)=O	-0.4	-7.2	-2.9	-7.2	2.6	0.4	-2.8	-0.3	-2.0	-8.7
5	Cc1ccc(OCCC(=O)OCC(=O)N2CCN(S(=O)(=O)c3ccc(Cl)cc3)CC2)cc1	0.0	-1.9	1.8	1.9	0.6	1.6	-2.0	0.1	-8.2	-4.5
6	Cc1ccc2c(c1)cc(CN(Cc1cccnc1)C(=O)NCc1ccccc1)c1nnnn12	0.3	-3.7	-0.4	2.6	-0.3	0.0	-1.7	4.5	4.5	-4.5
7	Cc1ccc(OC(=O)c2ccc(Br)o2)cc1	-0.6	-0.1	-2.9	5.4	-1.6	-1.7	-11.6	1.8	-12.3	0.0
8	COc1cc(C(O)c2nc(-c3cc(F)cc(F)c3)cs2)ccc1F (stereo not drawn)	-0.3	0.2	-2.4	5.9	-0.2	3.6	-1.5	-1.5	·	-4.0
9	Cc1ccc(CN2C(=O)C(F)(F)Oc3ccc(C)cc32)cc1	0.6	4.7	0.5	-1.3	-0.3	1.1	-5.3	-0.5	·	2.0
10	O=C1CCC/C(=N\NC(=O)COc2ccc(Cl)cc2)C1	0.0	-0.3	3.2	-4.4	0.2	1.3	-1.6	1.4	-1.4	16.4
11	CC(C)(C)c1cccc(Cn2nnc3ccccc32)c1O	-0.5	13.4	4.6	5.8	-0.4	-0.2	-6.3	-0.9	0.6	6.1
12	COc1cc(CCC(=O)OCC(=O)NCc2ccccc2)cc(OC)c1OC	-0.3	3.2	0.0	15.7	1.3	0.4	-7.8	-0.4	2.0	-3.3
13	CCN(C(=O)COC(=O)c1c(C)noc1C)C1CCS(=O)(=O)C1 (stereo not drawn)	-0.6	2.0	-0.6	4.2	1.0	0.4	-1.3	-0.5	3.1	-11.5
14	COc1ncc(-c2ccc(N3C(c4ccsc4)=Cc4ccc(F)cc4C3CC(=O)c3ccco3)cc2)cn1 (stereo not drawn)	-0.2	·	5.4	-1.1	1.6	1.1	-5.7	·	·	-7.0
15	COc1ccc(CC(N)c2csc(NC(=O)Nc3ccccc3C(C)(C)C)n2)cc1 (stereo not drawn)	-0.2	-7.6	-7.6	1.0	-1.6	-2.1	-1.9	0.7	·	3.2
16	O=C1O/C(=C\C(=O)N2CCOCC2)c2ccccc21	-1.4	5.4	-3.7	-4.5	0.8	0.1	-12.4	-1.8	3.0	-7.3
17	C#CCCC/C(=C\C(=O)N(C)[C@H](C(=O)N(C)[C@H](C(=O)N(C)[C@H](C(=O)N(C)[C@H](C(N)=O)C(C)C)C(C)C)C(C)C)C(C)C)OC	-0.3	-4.0	6.5	10.8	0.4	-0.8	-0.9	3.3	-13.8	-8.9
18	CCCCC1(Cc2ccc([N+](=O)[O-])cc2)C(=O)N(c2ccccc2)N(c2ccccc2)C1=O	-0.2	-1.8	-9.4	9.2	0.4	3.7	-0.2	2.4	-14.1	1.5
19	O=C(Nc1cccnc1)c1ccc(C(=O)Nc2cccnc2)cc1	-0.9	9.5	-0.8	-5.1	1.3	-1.2	-8.9	-1.7	4.0	-6.8
20	CC(C)=CCCC(C)CN1CCC(N2CCC(C(=O)N3CCOCC3)CC2)CC1 (stereo not drawn)	-0.5	-0.3	-7.3	-0.6	0.7	-2.7	-1.5	-3.2	0.2	-0.3
21	COc1cc(/C=N/Nc2nc(C)cc(C)n2)ccc1O	-0.3	-0.9	6.6	11.4	3.9	-0.9	-4.0	0.5	·	-15.0
22	C=CCNC(=O)COC(=O)c1ccc(Sc2nncn2C)c([N+](=O)[O-])c1	-1.1	1.4	-21.2	9.0	1.1	0.0	-9.4	-1.4	3.9	-9.1
23	CN(C)C(=O)CSc1n[nH]c(-c2ccco2)n1	2.3	-0.7	2.4	-3.0	-1.9	-1.5	-4.1	2.3	-1.2	-0.2
24	CCO[C@@H]1OC(C(=O)Nc2ccccc2)=C[C@H](C2CC2)[C@H]1CCCO	0.1	-1.4	-2.1	12.1	0.5	0.0	-2.4	-0.7	-8.6	6.0
25	COc1ccc(CC(=O)O/N=C(\N)c2ccncc2)cc1OC	-0.1	1.6	0.3	-13.9	0.3	-1.1	1.3	1.6	·	-0.4
26	O=C(O)C(Cc1ccccc1)N1C(=O)/C(=C/c2cccs2)SC1=S (stereo not drawn)	0.6	4.4	-14.1	-46.3	1.4	1.0	-2.6	26.5	-4.5	-12.2
27	CCc1ccc(C(=O)Cn2ccsc2=N)cc1	-0.7	0.4	-1.4	0.1	0.0	0.4	-2.2	0.4	0.9	-6.2
28	CCC(C)NC(=O)c1cc2c(=O)n(CC)c3ccccc3c2s1 (stereo not drawn)	-0.1	1.0	-9.0	-0.1	1.3	-0.7	-2.7	-1.4	-21.8	3.5
29	CCCC(c1nnnn1CCOC)N1CCN(C(=O)c2ccco2)CC1 (stereo not drawn)	-1.1	-2.7	-3.5	18.9	-0.6	-6.9	-5.0	-5.7	8.0	29.3*
30	CC(=O)C1=C(C)Nc2ncnn2C1c1cccc(O)c1 (stereo not drawn)	-0.9	2.1	3.5	-1.0	2.3	-1.0	0.8	-3.5	-6.5	-10.7
31	NC(=O)c1ccsc1NC(=O)CS(=O)(=O)c1ccccc1	-0.1	0.0	3.4	-2.0	-0.4	-0.8	0.7	0.2	-3.8	-1.6
32	CCOC(=O)C(CC(=O)c1ccccc1)CC(=O)c1ccccc1	-0.5	-1.5	7.4	12.4	0.3	-1.3	-1.6	2.3	-10.1	4.8
33	Cc1nc(C(=O)NC2CCOCC2)sc1C1(C)CC(c2ccccc2)=NO1 (stereo not drawn)	-0.4	0.8	-0.3	14.8	-1.2	-0.9	0.2	-0.2	-5.2	-11.6
34	O=C(C1=C[C@@H](c2ccc3c(c2)OCO3)C[C@@H](OCCCCO)O1)N1CCOCC1	0.4	5.0	-11.8	9.2	0.6	-0.4	-0.9	-0.3	-8.1	-1.7
35	Nc1nnc(SCc2ccc(F)cc2Cl)s1	-0.7	-1.4	-0.8	1.2	·	-0.2	0.5	-0.3	-1.5	-1.7
36	N#Cc1ncn(C2OC(CO)C(O)C2O)c1N (stereo not drawn)	-0.2	1.6	-3.4	-10.6	-1.1	-1.4	-5.7	-3.0	·	2.4
37	CC1=Nc2ccccc2N=C(NC(=O)CN2CCN(c3ccc(F)cc3)CC2)C1c1ccccc1 (stereo not drawn)	0.4	-3.7	0.9	4.8	0.0	1.8	-1.3	1.0	-1.9	-2.4
38	COc1cc(C2NC(=O)NC(C)=C2C(=O)OCC2CCCO2)ccc1O (stereo not drawn)	0.2	-5.4	2.1	-3.7	-0.7	-2.1	-2.4	-2.6	37.2	11.1
39	Cc1ccc(SC2CCN(C(=O)C3CCC(=O)N(C4CC4)C3)CC2)cc1 (stereo not drawn)	0.1	1.8	-2.2	-0.5	-0.3	-2.8	-5.0	-2.3	-3.4	2.0
40	CCOc1cc(OCC)cc(C(=O)NCCCN2CCOCC2)c1	-0.2	0.2	-1.3	4.4	0.7	-0.1	-2.1	-0.4	-8.2	5.7
41	Cc1ccc(C(CC(=O)N2CCOCC2)c2ccco2)cc1 (stereo not drawn)	0.2	0.2	-0.2	-11.4	0.7	-0.7	-1.6	-0.7	2.5	-3.7
42	Cc1ccc(CC(=S)N2CCOCC2)cc1	0.0	-0.1	0.0	6.2	-0.5	-0.1	-1.2	-1.6	-6.7	8.4
43	CCc1cc2c(SCC(=O)NC3CC3)ncnc2s1	-0.1	3.5	-2.2	3.1	0.3	3.2	-4.0	1.6	-4.7	-1.5
44	COc1ccc2oc(-c3ccc(NC(=O)c4ccc(N5CCOCC5)c([N+](=O)[O-])c4)cc3)nc2c1	-0.1	31.3	9.1	-3.9	0.0	1.8	-4.5	-2.9	-7.6	2.6
45	COc1ccc(CN(CC(=O)NCc2ccco2)C(=O)CNS(=O)(=O)c2ccc(C)cc2)cc1	0.0	0.0	-0.7	-1.9	-0.1	0.7	-2.0	0.8	-3.4	-21.7
46	COCCn1c(Cc2ccccc2)nnc1SC(C)C(=O)NC1CC1 (stereo not drawn)	0.1	0.6	2.8	4.7	-0.2	-1.7	-5.3	-3.0	-5.7	2.9

Screening data: PubChem BioAssay, several laboratories
